INS promoter inh – TRM-6 insulin promoter activity inhibition; TRM-6 cells (human fetal islet line), insulin promoter-eGFP reporter, imaging; reporter expression induced with tamoxifen; inhibition, % at 2 µM; 130,000 tested, 0.9% active; AID 1273;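 active = inhibition above the mean plus 3 SD, with well images judged a real hit on visual review, cut at about 60% in these data, passing the limit was not always enough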
sdo1 growth – compounds rescuing growth of sdo1-depleted yeast, bone marrow failure model; S. cerevisiae sdo1-depleted JHY4D growth rescue, OD600 30 h; stronger effect = higher value; pdr5 snq2 efflux-pump mutant strain; 140,000 tested, 0.21% active; AID 817; z-score at 10 µM;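 active = z-score above 3 at both the 24 hr and the 30 hr optical density reads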;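 note: z-score against mean and SD of all compound wells on the same plate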
sdo1 growth Rescue 24 h – also measured in sdo1 growth; calls as there; z-score; S. cerevisiae sdo1-depleted JHY4D growth rescue, OD600; measured here: growth rescue at 24 h;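 0 is the plate mean of compound wells and units are plate SD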
* hit, by the source's call; · = no result given; [ ] = remark or other dose. This is a subset (hit frequency here may not be typical).

Preview (6 entries):
SMILES | INS promoter inh | sdo1 growth | sdo1 growth Rescue 24 h
COc1ccc(-c2nnc(CSc3nc4ccccc4c(=O)n3CC(C)C)o2)cc1OC | 7 | -0.69 | -0.24
O=C(O)CN1C(=O)SC(Nc2ccccc2)C1=O (stereo not given) | -194 | -0.11 | -0.52
CC1(C)COC(c2cccn2Cc2ccccc2Cl)=N1 | -14 | -0.06 | 0.03
O=C(Nc1ccc(F)c(Cl)c1)c1ccc2c(=O)n3c(nc2c1)CCCCC3 | -29 | -3.2 | -1.9
CCOC(=O)C1CCN(C(=O)CN(c2ccc(OC)cc2)S(=O)(=O)c2c(C)noc2C)CC1 | · | -1.2 | -1.2
COC(=O)Cn1nc(C)c2ccccc2c1=O | 62 | 0.7 | 0.52

The listing (from the top)
SMILES | INS promoter inh | sdo1 growth | sdo1 growth Rescue 24 h
COc1ccc(-c2nnc(CSc3nc4ccccc4c(=O)n3CC(C)C)o2)cc1OC | 7 | -0.69 | -0.24
O=C(O)CN1C(=O)SC(Nc2ccccc2)C1=O (stereo not given) | -194 | -0.11 | -0.52
CC1(C)COC(c2cccn2Cc2ccccc2Cl)=N1 | -14 | -0.06 | 0.03
O=C(Nc1ccc(F)c(Cl)c1)c1ccc2c(=O)n3c(nc2c1)CCCCC3 | -29 | -3.2 | -1.9
CCOC(=O)C1CCN(C(=O)CN(c2ccc(OC)cc2)S(=O)(=O)c2c(C)noc2C)CC1 | · | -1.2 | -1.2
COC(=O)Cn1nc(C)c2ccccc2c1=O | 62 | 0.7 | 0.52
O=c1cc(-c2ccc(O)cc2)oc2c([C@@H]3O[C@H](CO)[C@@H](O)[C@H](O)[C@H]3O)c(O)c([C@@H]3O[C@H](CO)[C@@H](O)[C@H](O)[C@H]3O)c(O)c12 | 52 | 1 | 1.3
CCOC(=O)N1CCC(NC(=O)C(Cc2ccccc2)NC(=O)c2ccco2)CC1 (stereo not given) | -382 | 1.3 | 0.45
CCN(CC)S(=O)(=O)c1cccc(NC(=S)NC(=O)/C=C/c2ccc(S(=O)(=O)N3CCOCC3)cc2)c1 | 7 | 0.16 | 0.93
O/N=C/c1ccc(OCc2ccccc2)c(Cl)c1 | -40 | -1.6 | 0.28
CC(=O)Nc1ccc(NC(=O)/C=C/c2ccccc2)cc1 | 30 | · | ·
CC(C)(C)c1ccc(-c2nc3c(C#N)c(-c4ccc5c(c4)OCO5)ccn3n2)cc1 | · | 0.11 | 0.03
CCc1ccc(CC2(O)CC(C)N(C)CC2C)cc1 (stereo not given) | 11 | -0.77 | -1
O=C(O)CCn1c(-c2ccccc2)cc2c1CCCC2=O | · | 2.1 | 2.5
O=C(NCc1ccco1)c1cc(-c2cccs2)nc2ccccc12 | -64 | -0.25 | 0.13
O=S(=O)(NCC(c1cccnc1)N1CCOCC1)c1cccs1 (stereo not given) | -20 | 0.7 | 0.7
Cc1ccc(S(=O)(=O)N2CCCC(C(=O)NCCc3ccc4c(c3)OCO4)C2)cc1 (stereo not given) | · | -0.4 | 0.12
O=C(Nc1cccc2ccccc12)c1ccc(Cn2cc(Cl)cn2)cc1 | · | -0.81 | -1.3
COc1ccc(C2CC(=O)n3nc(C45CC6CC(CC(C6)C4)C5)nc3S2)cc1OC (stereo not given) | · | 1.6 | 1.6
Cc1nc2c3ccccc3nc(SCC(=O)c3ccc(Cl)cc3)n2n1 | -9 | 0.26 | 0.67
CCc1ccc(NS(=O)(=O)c2ccc3[nH]cc(C(=O)NCC4CCCO4)c(=O)c3c2)cc1 (stereo not given) | · | 0.55[6.9 µM] | 0.65
COc1cc(/C=C(/C#N)c2nc3ccccc3[nH]2)ccc1OCC(=O)Nc1ccccc1C(C)C | 19 | -3.2 | -2.4
Cc1cc(C)c2c(=O)[nH]n(C(C)C)c2n1 | · | 1.4 | 1.5
CCc1cccc(C)c1NC(=S)N(CCCN1CCN(C)CC1)Cc1cccs1 | 40 | · | ·
C1CCN(c2nc3nonc3nc2N2CCCC2)C1 | -6 | 0.4 | -0.33

Remaining list, next part
SMILES | INS promoter inh | sdo1 growth | sdo1 growth Rescue 24 h
CC1CCCCC1NC(=O)CCS(=O)(=O)c1cccc2nonc12 (stereo not given) | · | -0.12 | 0.07
COc1ccc(OC)c(S(=O)(=O)N2CCC(C(=O)NCc3ccccc3)CC2)c1 | · | -0.09 | 0.1
N#CC1=C(N)OC2=C(C(=O)CC(c3ccco3)C2)C1c1ccc(OCc2c(F)cccc2Cl)cc1 (stereo not given) | 0 | -1.4 | -1.1
CCOC(=O)c1cnn(-c2ccccc2)c1-n1cccc1C(=O)C(=O)N(C)C | -40 | · | ·
Cc1ccc(CNC(=O)c2ccc3c(=O)n(CC4CCCO4)c(=S)[nH]c3c2)cc1 (stereo not given) | 51 | 1.9 | 1.4
Cc1ccc(C(=O)Nc2sc(C)c(C)c2C(=O)c2ccccc2)cc1 | 36 | -0.86 | -0.78
CC(=O)O[C@@H]1[C@@]2(C)O[C@H]2CC[C@]23O[C@H]2[C@H](OC3=O)C2=C(C)C(=O)O[C@@]21O | -14 | 0.48 | 0.87
COc1ccc(C(=O)Nc2ccccc2N2CCN(C(=O)C(C)C)CC2)cc1Cl | -475 | 0.34 | 0.26
O=C(COc1ccc(Cl)cc1)Nc1cnn(Cc2c(Cl)cccc2Cl)c1 | -27 | 0.47 | 0.56
COc1ccc(OC)c(S(=O)(=O)Nc2ccccc2SC)c1 | -22 | -0.06 | 0.28
Cc1ccc2c(c1)N(CC(=O)OC(CC(C)C)C(=O)NC1CCCC1)C(=O)CO2 (stereo not given) | -25 | -0.77 | -0.66
O=c1c2c(n3nnnc3n1-c1ccccc1)-c1ccccc1CC21CCCC1 | 27 | -1.4 | -0.26
CC(Oc1ccc(Cl)cc1Cl)C(=O)NCCCCc1ccccc1 (stereo not given) | -29 | -0.47 | -0.32
CCCOc1ccccc1C1CC(=O)NC2=C1C(=O)CCC2 (stereo not given) | · | 0.45 | 0.32
CCOc1ccc(-n2cnnn2)cc1S(=O)(=O)Nc1c(C)cccc1C | -77 | -0.04 | 1.4
Cc1c(C(=O)NCc2ccccn2)sc2nc(-c3ccccc3)cn12 | · | 0.04 | -0.12
COc1ccc(OC)c(C(=O)c2nc3c(n2O)CCCCC3)c1 | -39 | 0.26 | 0.12
O=C(c1ccc2c(c1)OCCO2)C1CCN(S(=O)(=O)c2ccccc2F)CC1 | -24 | -0.86 | -0.18
Cc1nc2sc3c(c2c(=O)[nH]1)CCC3 | 15 | 0.58 | 0.1
Cc1cccc(N2C(=O)CC(N3CCN(c4ccccc4)CC3)C2=O)c1 (stereo not given) | · | 0.38 | 0.01
O=C(CCCCn1c(=O)[nH]c2ccccc2c1=O)N1CCN(c2cccc(C(F)(F)F)c2)CC1 | · | -1.2 | -1
CCc1ccc(CNC(=O)C(=O)NCC2CCCO2)cc1 (stereo not given) | -7 | · | ·
COc1ccc(Nc2ccc(C(=O)O)cc2[N+](=O)[O-])cc1 | -5 | 0.29 | -0.51
COc1ccc(CCN2C(=O)c3ccncc3C2=O)cc1OC | 14 | 1.2 | 0.6
NCCCC[C@H]1NC(=O)[C@H](CCC(=O)O)NC(=O)c2cc([N+](=O)[O-])cc(I)c2OCC[C@@H](C(N)=O)NC1=O | 0 | 0.11 | -0.29

Another view of some results above:
> COc1ccc(CCN2C(=O)c3ccncc3C2=O)cc1OC
  INS promoter inh: 14
  sdo1 growth: 1.2
  sdo1 growth Rescue 24 h: 0.6

> Cc1c(C(=O)NCc2ccccn2)sc2nc(-c3ccccc3)cn12
  INS promoter inh: ·
  sdo1 growth: 0.04
  sdo1 growth Rescue 24 h: -0.12

> O=c1c2c(n3nnnc3n1-c1ccccc1)-c1ccccc1CC21CCCC1
  INS promoter inh: 27
  sdo1 growth: -1.4
  sdo1 growth Rescue 24 h: -0.26

> COc1ccc(C(=O)Nc2ccccc2N2CCN(C(=O)C(C)C)CC2)cc1Cl
  INS promoter inh: -475
  sdo1 growth: 0.34
  sdo1 growth Rescue 24 h: 0.26

Full records, quoted from the list. Order of screens: INS promoter inh	sdo1 growth	sdo1 growth Rescue 24 h
Listed for Cc1ccc2c(c1)N(CC(=O)OC(CC(C)C)C(=O)NC1CCCC1)C(=O)CO2 (stereo not given) → -25	-0.77	-0.66
Listed for COc1ccc(OC)c(S(=O)(=O)Nc2ccccc2SC)c1 → -22	-0.06	0.28

The list continues.
SMILES | INS promoter inh | sdo1 growth | sdo1 growth Rescue 24 h
COC(=O)c1cc(C(=O)c2cc(Cl)ccc2O)coc1=N | 0 | · | ·
CC(C)CCSc1nnc(Cn2c(=O)sc3ccccc32)n1C | · | 0.4 | 0.51
CCO/N=C(/C)c1c(O)cc(-c2ccccc2)n(-c2ccccc2)c1=O | -8 | -0.82 | -0.78
O=C(Cn1ccc2ccccc2c1=O)N1CCN(c2cccc(Cl)c2)CC1 | · | -0.91 | 0.33
c1ccc(CSc2nnnn2-c2ccc3c(c2)OCCO3)nc1 | · | 2.2 | 1.1
COC(=O)c1sccc1NC(=O)/C=C/c1c(Cl)cccc1Cl | -38 | -1 | 0.18
O=C(O)CCC(=O)N1CCCC1 | -36 | · | ·
S=c1[nH]nc(-c2ccncc2)n1/N=C/C=C/c1ccco1 | 18 | · | ·
COc1ccc(S(=O)(=O)Nc2ccccn2)cc1OC | -8 | 0.36 | 0.13
CC(NC(=O)C1C(=O)N(CCO)C2(C)CC1c1ccccc1O2)c1ccccc1 (stereo not given) | -38 | 0.01 | 0.12

Bioassay records (PubChem)
